Screening data (PubChem)
Pf apPOL block: Pf-apPOL DNA polymerase inhibition; Recombinant Pf-apPOL, molecular beacon fluorescence, 1.5 h; inhibition, % at 10 µM; 210,000 compounds, 0.25% hits
mHTT CaM bind: disrupts binding of mutant huntingtin to calmodulin; AlphaScreen His-mHTT/GST-CaM binding, luminescence; inhibition, % at 15 µM; 190,000 compounds, 3.6% hits; AID 1671202;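 further: 0% = both proteins with DMSO and 100% = one protein alone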
An asterisk follows results filed as active; . = not tested or not shown; & = joins results of further samples. No stated cut-off is given here; in the data, active means inhibition above about 50%; inactive means the rest.

SMILES,Pf apPOL block,mHTT CaM bind
Cc1cccc(-n2nc3c(c2NC(=O)COc2ccccc2)CSC3)c1C,-5,22
COc1cccc(C(O)CN2CCN(c3cccc(C)c3)CC2)c1 (stereo not drawn),2,5
O=c1c2c(nc(SCc3cccc(C(F)(F)F)c3)n1-c1ccc([N+](=O)[O-])cc1)CCS2,-11,3
Cc1ccc(C2CC(c3ccccc3)=NN2C(=O)CCC(=O)O)cc1 (stereo not drawn),5,6
COc1cc(CNC2C3CC4CC(C3)CC2C4)cc(OC)c1 (stereo not drawn),-10,-6
COCC(=O)N1CCC(c2nncn2Cc2ccccc2)CC1,5,-6
O=C(Nc1ccc2c(c1)CCC2)C1CC(=O)N(CCc2c[nH]c3ccc(F)cc23)C1 (stereo not drawn),-4,54*
O=C(CN(Cc1ccccc1)S(=O)(=O)c1ccc(F)cc1)Nc1ccc2c(c1)OCO2,12,17
Cc1ccc(N=Cc2nc(-c3ccc(Br)cc3)oc2O)cc1,-3,2
CC1CCN(CCNC(=O)c2ccc(-c3nc(-c4ccc(F)cc4)no3)cc2)CC1,-5,6
CC(=O)/C=C1\C(=O)N(C)c2ccccc21,1,.
Cc1ccc(-c2cn3c4ccccc4nc3n2CCCN2CCOCC2)cc1,2,29

The closing 4 records of the section before open the next one.
SMILES,Pf apPOL block,mHTT CaM bind
Cc1ccc(N=Cc2nc(-c3ccc(Br)cc3)oc2O)cc1,-3,2
CC1CCN(CCNC(=O)c2ccc(-c3nc(-c4ccc(F)cc4)no3)cc2)CC1,-5,6
CC(=O)/C=C1\C(=O)N(C)c2ccccc21,1,.
Cc1ccc(-c2cn3c4ccccc4nc3n2CCCN2CCOCC2)cc1,2,29
CC(C)CC(=O)Nc1ccc([N+](=O)[O-])c(NC(=O)CC(C)C)c1,-20,1
CC(=O)c1cc(-c2c(Cl)cccc2Cl)no1,-4,.
O=C(c1ccccc1F)N1CCN(Cc2noc(-c3cccc(F)c3)n2)CC1,1,17
O=C1c2ccc(Oc3ccc([N+](=O)[O-])cc3[N+](=O)[O-])cc2C(=O)N1c1ccc([N+](=O)[O-])cc1,0,28
O=C(c1cn2c(n1)COCC2)N1CCN(c2ccccn2)CC1,0,-4
O=C(Nc1ccc(Cl)c(Cl)c1)OC1CC2CCC13CCCC23 (stereo not drawn),.,-69
Cc1ccccc1C(=O)N1CCN(CCNC(=O)C(=O)Nc2ccc(Cl)cc2)CC1,3,11
COc1ccc(OC)c(-c2cc(C(=O)Nc3nnc(C4CC4)s3)c3ccccc3n2)c1,-1,0
CC1=CC(C)(C)N(C(=O)C(C)N2C(=O)c3ccccc3C2=O)c2cc(C)c(C)cc21 (stereo not drawn),0,6
CCOc1ccc(N=Cc2c(O)n(-c3ccccc3OC)c(=O)c3ccccc23)cc1,-1,23
COCCn1cnc2sc(C(=O)Nc3cccc(C(F)(F)F)c3)c(C)c2c1=O,-3,19
COc1cccc(C2=N/C(=C\c3ccc([N+](=O)[O-])cc3)C(=O)O2)c1,-4,0
O=C1N=C(N2CCCCC2)S/C1=C\c1cccs1,-7,-1
Cc1ccc(C(=O)c2cc([N+](=O)[O-])ccc2N2CCN(C)CC2)cc1,-5,44
N=C1NC(=O)C(CC(=O)Nc2ccccc2F)S1 (stereo not drawn),1,-6
COc1cccc(Cn2c(-c3nc(-c4ccccc4)no3)cccc2=O)c1,2,-25
O=C(NC1CCS(=O)(=O)C1)c1ccccc1C(=O)c1ccccc1 (stereo not drawn),-2,-1
CCOc1ccc(CN2CCOCC2)cc1,0,-5
COc1ccc(NS(=O)(=O)c2cc3c(s2)CCN(C(=O)C2CC2)C3)cc1,-3,4
O=S(=O)(c1ccc(Br)cc1)N1CCC(N2CCCCC2)CC1,-2,-4
CCc1ccc(C(=O)N2CCC(c3nc(C(=O)N4CCCCC4)c(C)o3)CC2)cc1,-2,21
COc1ccc(N(CC(=O)NC2CCCCCC2)S(=O)(=O)c2ccc(C)c([N+](=O)[O-])c2)cc1,-2,1
COc1ccc(C(O)=C2C(=O)C(=O)N(CCN(C)C)C2c2cccc([N+](=O)[O-])c2)cc1C (stereo not drawn),-4,0
CCOc1ccc2nc(SCC(=O)c3cccs3)[nH]c2c1,-6,2

The closing 3 compounds of the section before open the next one:
SMILES,Pf apPOL block,mHTT CaM bind
COc1ccc(N(CC(=O)NC2CCCCCC2)S(=O)(=O)c2ccc(C)c([N+](=O)[O-])c2)cc1,-2,1
COc1ccc(C(O)=C2C(=O)C(=O)N(CCN(C)C)C2c2cccc([N+](=O)[O-])c2)cc1C (stereo not drawn),-4,0
CCOc1ccc2nc(SCC(=O)c3cccs3)[nH]c2c1,-6,2
CCN1CCN(C(=O)c2ccn3c(-c4ccc(F)cc4)nnc3c2)CC1,-2,-2
Cc1ccc(-n2cnc3cc(C(=O)N4CCOCC4)ccc32)c(C)c1,28,-3
Cc1cccc(-c2cc3n(n2)CCCN(C(=O)C(C)Oc2ccccc2)C3)c1 (stereo not drawn),-3,43
CCOc1ccc(C2NC(C(=O)O)CS2)cc1OCC (stereo not drawn),1,-2
O=S(=O)(c1ccc(C2=CSC3=NCCN23)cc1)N1CCOCC1,-6,0
Cc1ccnc(NC(=O)NCCCSc2nccc(C)n2)n1,-2,0
Cc1ccc(-n2cccc2)cc1[N+](=O)[O-],-3,26
Cc1ccc(C(=O)Nc2ccc(I)cc2C)cc1,-1,-12
O=C(OCc1cn([C@@H]2C[C@H](c3ccc(Cl)cc3)N(C(=O)c3cccs3)C[C@H]2O)nn1)c1ccccc1,-3,15
CCOc1ccc(NC2=CC(=NS(=O)(=O)c3ccc(F)cc3)c3ccccc3C2=O)cc1,-5,67*
O=C(NCc1cc(-c2cccs2)on1)C1(c2cccs2)CCCC1,-5,-14
O=C(C1CCN(Cc2cccc(OCc3ccccc3)c2)CC1)N1CCOCC1,-4,1
Cc1c(C#N)sc(C(=O)NC(=O)OCC#Cc2cc(C(F)(F)F)cc(C(F)(F)F)c2)c1C,-21,.
Cc1oc(C2CCN(C(=O)c3ccc(Br)cc3)CC2)nc1C(=O)N1CCCC1,-4,33
O=C(NCc1cccnc1)C(=O)NC1CCCCCC1,-8,-1
Cc1ccccc1-c1nc(C)c(C(=O)N(C)C)s1,-8,0
COc1ccccc1NC(=O)c1c(Cl)nc(Cl)c(Cl)c1Cl,-2,-5
O=c1oc(-c2ccc(Cl)cc2)nc2ccc(Br)cc12,0,7
CCCCN1C(=O)C(O)(CC(=O)c2ccccc2)c2ccccc21 (stereo not drawn),-5,3
CCCCSc1nnc2c(n1)[nH]c1ccc(C)cc12,-1&-7,-5&2
Cc1cccc(NC(=O)CS(=O)(=O)c2cn(C)c3ccccc23)c1C,-4,1
COc1cccc(C2C(C#N)=C(N)N(c3c(F)cccc3F)C3=C2C(=O)CCC3)c1 (stereo not drawn),1,9
CC(C)(C)c1ccc(CCC2OCC(CN3CCCCC3)O2)cc1 (stereo not drawn),-6,2
CC(C)C(=O)N1CCN(c2nc3c(s2)CC(C(=O)Nc2cccc(Cl)c2)CC3)CC1 (stereo not drawn),0,0

Later entries
Results follow in this order: Pf apPOL block | mHTT CaM bind
O=C1CCC(=O)N1CCc1c[nH]c2ccc(OCc3ccccc3)cc12
    -6 | 7
COc1ccc(-n2nc(C(=O)Nc3cc(C)c(Cl)cc3OC)c3ccccc3c2=O)c(OC)c1
    -4 | 1
O=C(CC1CCN(S(=O)(=O)c2cccs2)CC1)N1CCCCC1
    0 | -5
O=C(Nc1cccc([N+](=O)[O-])c1)c1ccccc1Cl
    0 | -1
Cc1cccc(C(=O)Nc2nccn(-c3ccc(F)cc3)c2=O)c1
    -2 | 4
O=c1[nH]c(SCc2cccc(F)c2)nc2c1cnn2-c1ccccc1
    -4 | -4
CCOc1ccc(C(=O)N2CCc3ccccc32)cc1OCC
    6 | 22
Cc1nc(-c2ccccc2)nc2c1CCC(=O)N2Cc1cccnc1
    4 | -8
CCOC(=O)[C@@H]1CSCCS(=O)(=O)N1C(=O)[C@H](CCSC)NC(=O)OC(C)(C)C
    -3 | 4
CCCCC(=O)c1ccc2c(c1)Cc1cc(CCc3ccc(Br)cc3)ccc1-2
    0 | .
Cc1cc(C)n(C(=O)c2cc(F)c(F)cc2Cl)n1
    -6 | -9
CC1(C)Cc2ccccc2/C(=C(\C#N)C(=O)Nc2cccc([N+](=O)[O-])c2)N1
    -5 | 5
Clc1ccc(CN2CCC(N3CCCCC3)CC2)cc1
    0 | 0
COc1ccc(C(=O)N2CCC(c3nc(CNC(=O)C4CC4)cs3)CC2)c(C)c1
    -3 | -5
O=C(Nc1ccccc1)ONC(=Nc1ccc(OC(F)(F)F)cc1)c1c(Cl)cccc1Cl
    -5&0 | .
O=C(C1CCCN(S(=O)(=O)c2ccccc2[N+](=O)[O-])C1)N1CCc2ccccc2C1 (stereo not drawn)
    1 | 18
CCCN(CCC)S(=O)(=O)c1ccc(NC(=O)c2ccc(F)cc2)cc1
    -3 | -11
O=C(c1cnn(CC(F)(F)F)c1-c1ccccc1)N1CCOCC1
    -1 | -5
O=C(Cc1ccc(Cl)cc1)Nc1nnc(Cc2ccc(Cl)cc2)s1
    0 | 1
Cc1ccccc1CCNC(=O)c1ccc2c(c1)nc1n2CCCC1
    -1 | 5
Cc1ccc2c(c1)N(C(C)C)N=C(C(=O)N1CCC(C)CC1)S2(=O)=O
    0 | -4
O=C(NCc1ccccc1Cl)c1ccc2c(c1)NC(=O)C(N1CCOCC1)S2 (stereo not drawn)
    -8 | 1
CCn1cc(C(=O)NCc2ccc(F)cc2)c(=O)c2ccc(C)nc21
    -3 | -6
COC(=O)Nc1ccc(S(=O)(=O)N2CCN(C)CC2)cc1
    -2 | -2
COc1ccccc1CNC(=O)C1CCN(c2nnc3ccccn23)CC1
    -5 | -4
CCOC(=O)N1CCN(C(=O)CSc2ccc(NC(=O)C3CC3)nn2)CC1
    -3 | -6
CC(C)NC(=O)COc1ccc(Cl)cc1Cl
    -6 | 5
CC1C(=O)N(c2ccc(F)cc2)CCN1C(=O)c1ccc(Cl)cc1 (stereo not drawn)
    -5 | -6
CCC(=O)NC(C)CCc1ccccc1 (stereo not drawn)
    0 | 2
Cc1ccc(OCCSc2cc(C)nc(N)n2)cc1
    9 | 2
COc1ccc(C(=O)Nc2cccc(Cl)c2)cc1Br
    -70 | -39
Cc1cc(NC(=O)c2ccc3c(c2)C(=O)N(CC2CCCO2)C3=O)no1 (stereo not drawn)
    -6 | 4
CCOc1ccc(CN2CCc3nc(N4CCCC4)ncc3C2)cc1OCC
    3 | 0
COc1ccc(NC(=O)Cn2c(=O)n(-c3cccc(OC)c3)c(=O)c3sccc32)cc1
    -2 | 0
CC1=NOC(=O)/C1=C\c1ccc(-c2ccc([N+](=O)[O-])cc2)o1
    -1 | 15
COc1ccc(S(=O)(=O)N(CC(=O)NC2CC2)Cc2ccccc2)cc1
    -3 | -3
COCCCN1C2=C(C(=O)CC(C)(C)C2)C(c2ccccc2OC)C2=C1CC(C)(C)CC2=O
    -15 | 4
COC(=O)NNC(=O)C1CCCCC1
    . | -3
Cc1noc(-c2cccnc2)c1C(=O)N(C)CCc1ccccn1
    -4 | -3
C=CCn1c(C)nc2ccccc21
    -1 | 5

Record cards (already shown):
Results for `Cc1cc(NC(=O)c2ccc3c(c2)C(=O)N(CC2CCCO2)C3=O)no1` (stereo not drawn) = Pf apPOL block = -6; mHTT CaM bind = 4
Results for `Cc1ccc2c(c1)N(C(C)C)N=C(C(=O)N1CCC(C)CC1)S2(=O)=O` = Pf apPOL block = 0; mHTT CaM bind = -4

Going on with the list.
Results follow in this order: Pf apPOL block | mHTT CaM bind
O=C(Nc1ccc(Cl)cc1)C1CCCN(C(=O)c2ccccc2F)C1 (stereo not drawn)
    31 | 27
CC(Oc1ccccc1F)C(=O)NC1CCS(=O)(=O)C1 (stereo not drawn)
    -5 | -3
COC(=O)c1cccc(C(=O)Nc2ccc(C)c(C)c2)n1
    2 | -5
COC(=O)CSc1n[nH]c(=O)[nH]c1=O
    . | 0
O=C(NCCc1cccc(Cl)c1)c1ccc2c(c1)OCO2
    -1 | -6
COc1ccc(Cl)cc1NC(=O)N1CCC2(CC1)NC(=O)c1cc(C)ccc1N2C
    -8 | 18
CC(C)(Oc1ccc(Cl)cc1)C(=O)NCCN1CCN(C(=O)c2cccs2)CC1
    -6 | 14
COc1cccc(N2CCN(C(=O)c3cccc(F)c3)C(C)C2=O)c1 (stereo not drawn)
    -4 | -4
Cc1ccc(COCCN2CCN(S(=O)(=O)c3ccc(C)cc3)CCC2=O)cc1
    -7 | 0
CCCN1CCN(c2nc(-c3cccc(C)c3)nnc2C)CC1
    0 | 21
COc1ccc(CC(=O)N2CCNC(=O)C2(C)C)cc1C
    4 | -12
COc1cc2c(cc1OC)C(C(=O)O)C(c1cccc([N+](=O)[O-])c1)N(C)C2=O (stereo not drawn)
    0 | 0
CCOc1ccc(C(=O)Nc2c3c(nn2-c2ccc(F)cc2)CS(=O)(=O)C3)cc1OCC
    3 | 18
c1ccc2c(c1)N(CN1CCCC1)CC21OCCO1
    0 | -5
CCc1ccc2nc(N3CCC(C(=O)NC4CCCC4)CC3)sc2c1
    35 | 4
COc1ccc(-n2ncc(C(=O)NCc3c(Cl)cccc3Sc3ccc(Cl)cc3)c2C)cc1
    -3 | .
CNC(=O)N1CCCC(c2cccc(C(=O)N3CCN(c4cccc(Cl)c4)CC3)c2)C1 (stereo not drawn)
    -7 | 98*
O=C(NC1CC2CC1N(C(=O)COc1cccc(Cl)c1)C2)c1ccccc1 (stereo not drawn)
    -1 | 6
Cc1nn(C)c2c(=O)n(CC(=O)NC3CCCC3)ccc12
    -2 | -2
O=C(NCc1ccc2c(c1)OCO2)c1cccnc1SCc1cccc(F)c1
    -67 | -2
CC12CCC(C(=O)N(c3cccc([N+](=O)[O-])c3)C1=O)C2(C)C (stereo not drawn)
    -1 | 2

Quoted at random: 2 entries already listed, in no set order.
Results follow in this order: Pf apPOL block | mHTT CaM bind
COc1cccc(N2CCN(C(=O)c3cccc(F)c3)C(C)C2=O)c1 (stereo not drawn)
    -4 | -4
c1ccc2c(c1)N(CN1CCCC1)CC21OCCO1
    0 | -5
